Compound activity: PubChem, National Center for Advancing Translational Sciences (NCATS)
LMNA splice mod: modulators of lamin A splicing. HeLa LMNA splicing GFP/RFP minigene ratio, 48 h. Potency, µM (highest dose often 46.1 µM), for the others: at the top dose ratio change, negative = inhibition, most hits filed as inhibitors. hit rate 0.01% among 200,000; active = well fitted inhibition curve with a large enough effect in the signal ratio, with a control signal flat, not every such curve was filed as active; inconclusive = small, poorly fitted or top-dose-only effect, or effect the other way, or a change in a side signal; the % refers to the signal ratio; note: potency is the fitted concentration of half-maximal effect; % is set by controls: 0 for no effect and ±100 for the full control effect
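Read-out is the ratio of GFP to DsRed2 object intensity, acquired by 488 nm laser-scanning cytometry on HeLa lamin A-EGFP minigene reporter cells. Compound incubation 48 hrs at 37 °C in Opti-MEM with 2% FBS; DMSO 0.5% final.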
HttQ103 aggreg: mutant huntingtin aggregation inhibition; PC12 HttQ103-GFP aggregates, Acumen cytometry, 40 h; Potency, µM (highest dose often 46.1 µM), inactives show top-dose activity change, negative = inhibition, hits mostly inhibitors; hit rate 1.1% among 220,000; AID 1688; note: potency is the fitted concentration of half-maximal effect; % is set by controls: 0 for no effect and ±100 for the full control effect; nearly all actives have a fitted effect of over 60% in size
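Read-out: GFP aggregate count by laser scanning cytometer (488 nm excitation, 500-530 nm emission, 1–25 µm objects >6 SD above background). Cells: PC12, inducible HTTex1-Q103-GFP, 100 nM tebufenozide; compounds titrated.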
NPSR antag: neuropeptide S receptor (human) antagonism, cAMP | CHO-NPSR cells, cAMP TR-FRET, antagonist mode | Potency, µM (highest dose often 38.3 µM), inactives show at the highest dose activity change, negative = inhibition, most hits filed as inhibitors | hit rate 1% among 220,000; note: potency is the fitted concentration of half-maximal effect; % is set by controls: 0 for no effect and ±100 for the full control effect; nearly all actives have a fitted effect of over 50% in size; many of its hits are not listed in these tables
Target sequence (Q6W5P4 whole entry, looked up): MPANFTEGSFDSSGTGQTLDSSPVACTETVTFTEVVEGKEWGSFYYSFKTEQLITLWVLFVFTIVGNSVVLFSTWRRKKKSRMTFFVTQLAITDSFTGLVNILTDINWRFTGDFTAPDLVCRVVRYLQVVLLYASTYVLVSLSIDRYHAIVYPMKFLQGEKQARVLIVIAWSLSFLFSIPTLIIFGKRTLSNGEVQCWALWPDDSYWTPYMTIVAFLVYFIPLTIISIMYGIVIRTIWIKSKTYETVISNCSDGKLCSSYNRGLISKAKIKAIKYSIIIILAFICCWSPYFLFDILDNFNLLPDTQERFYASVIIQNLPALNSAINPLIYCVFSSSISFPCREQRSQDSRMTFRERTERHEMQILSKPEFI
Epigenetic derep: derepresses silenced GFP reporter in murine cells | AID 1865 | hit rate 0.2% among 280,000 | Potency, µM (doses to about 53.9 µM), without a hit: at the highest dose GFP activation, actives largely listed as activators | murine LDR cells, GFP reporter derepression, 30 h; note: potency is the fitted concentration of half-maximal effect; % of control where 0% means no effect; nearly all actives have a fitted effect of over 60% in size
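Derepression of a silenced CMV-GFP reporter in murine LDR cells is scored by enumerating GFP-positive cells with a laser-scanning microplate cytometer after 30 hours of treatment at 37 C.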
IMPase Li inh: cell-permeable IMPase inhibitors with lithium potentiation; CHO-M1 cells, IP1 TR-FRET (IP-One), carbachol + lithium; Potency, µM (top dose mostly 59.4 µM), inactives show top-dose activity, negative = IMPase inhibition, actives largely listed as inhibitors; hit rate 0.35% among 210,000; AID 1457;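 note: IP1 builds up when IMPase is blocked and the TR-FRET signal falls; potency is the fitted concentration of half-maximal effect; plate controls were basal vehicle for no effect and high inhibitor control for full effect; nearly all actives have a fitted effect of over 50% in size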
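CHO cells stably expressing M1 receptor (2000/well) were cultured 16–30 h, then exposed to compounds with a small lithium addition for 30 min at 37C. IP1 was measured by TR-FRET competition; AC50 from Hill fits.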
Luc counter: Kinase-Glo luciferase inhibition (counter-screen). Q27757. Kinase-Glo luciferase, ATP luminescence, 8 min. Potency, µM (titrated, usually from 38.3 µM), for inactives: at the highest dose activity change, negative = inhibition, actives largely listed as inhibitors. hit rate 0.28% among 200,000. AID 1379; note: potency is the fitted concentration of half-maximal effect; % is set by controls: 0 for no effect and ±100 for the full control effect; nearly all actives have a fitted effect of over 60% in size
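Compound is pinned into ATP-containing buffer (10 uM ATP, imidazole pH 7.2, 7 mM MgCl2). Kinase-Glo luciferase reagent is then added. Light output is recorded following an 8-min room-temperature incubation.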
CBFb RUNX1 block: inhibitors of human CBF-beta and RUNX1 interaction; 230,000 tested, under 10 active; AlphaScreen CBFb-His/RUNX1-biotin binding, biochemical; AID 1477; Potency, µM (highest dose often 59.8 µM), without a hit: at the top dose activity, negative = inhibition, hits mostly inhibitors; note: % of control where 0% means no effect
Target sequence (Q01196 whole entry, looked up): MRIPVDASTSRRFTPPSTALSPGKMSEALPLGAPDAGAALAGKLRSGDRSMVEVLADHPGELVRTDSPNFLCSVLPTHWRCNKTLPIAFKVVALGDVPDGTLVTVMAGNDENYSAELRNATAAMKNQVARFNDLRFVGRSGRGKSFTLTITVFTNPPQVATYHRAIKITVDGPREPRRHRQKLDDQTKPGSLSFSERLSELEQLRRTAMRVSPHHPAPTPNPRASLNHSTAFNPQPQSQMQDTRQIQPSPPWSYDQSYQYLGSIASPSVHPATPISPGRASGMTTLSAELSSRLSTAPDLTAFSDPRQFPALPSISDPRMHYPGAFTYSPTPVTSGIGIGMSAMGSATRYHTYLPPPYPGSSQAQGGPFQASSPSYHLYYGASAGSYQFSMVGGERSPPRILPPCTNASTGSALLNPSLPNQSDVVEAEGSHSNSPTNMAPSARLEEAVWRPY
Target sequence (Q13951 whole entry, looked up): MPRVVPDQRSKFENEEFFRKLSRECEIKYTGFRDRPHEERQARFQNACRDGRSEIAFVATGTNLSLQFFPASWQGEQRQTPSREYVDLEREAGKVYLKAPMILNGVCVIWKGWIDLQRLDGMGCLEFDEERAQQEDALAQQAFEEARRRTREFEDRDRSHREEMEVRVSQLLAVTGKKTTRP
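His-tagged CBF-beta and biotinylated RUNX1 (30 nM each) were premixed 20 min at room temperature, exposed to compound for 15 min, then given nickel-chelate and streptavidin AlphaScreen beads (50 ng each). After 90 min, AlphaScreen signal was read.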
Active calls of the source: *; ? = inconclusive; . = no result given; [ ] = remark or other dose. Unless noted, calls come from the whole dose curve; as a rule, active = well fitted curve in the direction sought with a large enough effect; inconclusive = small, poorly fitted or top-dose-only effect, or another doubt; inactive = no such curve, though single readings can be large; an effect the other way counts as inactive or inconclusive. An excerpt, so the mix of outcomes need not match the whole.

SMILES | LMNA splice mod | HttQ103 aggreg | NPSR antag | Epigenetic derep | IMPase Li inh | Luc counter | CBFb RUNX1 block
CCCC(CCC)n1[nH]c(=O)c2c(C)cc(C)nc21 | 13% | -7% | -5%[46.1 µM] | 0.0% | 4%[38.3 µM] | -1% | 7%
CC(C)(C)N1CC(C(=O)O)CC1=O (configuration not stated) | 13%[46 µM] | 4%[9.22 µM] | -8% | 0.0% | -2% | 0% | 3%
Cn1c(SCC(=O)Nc2ccccc2)nnc1C(F)(F)F | . | 0% | 6% | -2.7% | 0% | -3% | 13%
O=C(CNS(=O)(=O)c1c(Cl)cccc1Cl)OCc1csc(-c2ccccc2)n1 | -12% | -10% | 8% | 0.0% | -4% | -2% | 12%
CON(c1nc(N(C)C)nc(N(C)C)n1)S(=O)(=O)c1ccccc1Cl | 23% | -5% | -13%[46.1 µM] | 0.0% | 3%[38.3 µM] | -5% | -1%
CCn1c(COc2ccc(=O)n(-c3ccccc3)n2)nnc1SCc1ccc(C)cc1 | -12% | 37% | -24%[46.1 µM] | 0.9% | ? | -1% | -3%
Cc1cccc(-c2nc(C#N)c(N3CCCCCC3)o2)c1 | -11% | -34% | -19%[46.1 µM] | -1.1% | 32%[activator][38.3 µM] | 2% | ?
CCCC1=C(C(=O)OCC)C(c2ccc(N(C)C)cc2)n2ncnc2N1 (configuration not stated) | 1% | 6% | -26%[46.1 µM] | -17% | . | . | 3%
COC(=O)C(NC(=O)c1ccccc1)(Nc1cc(C)cc(C)n1)C(F)(F)F (configuration not stated) | -2% | 5% | -11%[46.1 µM] | -1.2% | 18% | -1% | 12%
O=c1c2ccccc2nc2n1CCN2Cc1ccc(Cl)cc1 | ? | ? | -8%[46.1 µM] | -3.4% | 18% | 7% | 4%
C=CCn1c(SCC(=O)NC2CCCCC2)nnc1-c1sc(N)nc1C | -10% | 5% | -6%[46.1 µM] | 0.0% | 3% | 2% | 7%
O=C(Nc1ccc(S(=O)(=O)Nc2ncccn2)cc1)c1cccc(S(=O)(=O)N2CCCC2)c1 | . | 24%[9.22 µM] | 18% | -1.1% | . | . | 7%
O=C(N/N=C/c1cccc(O)c1)NC1CCCCC1 | -10%[46 µM] | 2% | -28% | -0.4% | 3% | 1% | 4%
Cc1cc(-c2c(C(=O)N3CCOCC3)c(C)nn2-c2ccccc2)no1 | . | 2%[9.22 µM] | -9% | -0.8% | . | . | 0%
COc1ccc(-c2cc(C(=O)Nc3ccc(C)cc3)no2)cc1 | -2% | 4% | -13%[46.1 µM] | -0.7% | ? | 0% | -3%
Cn1c(=O)c(Nc2ccc(Cl)cc2)c2c3c(cccc31)C(=O)c1ccccc1-2 | . | ? | -29% | ? | -1% | . | 1%
O=C(NC12CC3CC(CC(C3)C1)C2)N(Cc1ccccc1)Cc1ccncc1 | . | ? | -42% | 0.0% | 20% | -2% | -1%
O=C(CNCCc1ccc(Cl)cc1Cl)NCc1ccco1 | 6%[46 µM] | 25% | -2% | -1.1% | 8% | -1% | 9%
Cc1nn(C(C)c2n[nH]c(=S)n2-c2ccc(F)cc2)c(C)c1[N+](=O)[O-] (configuration not stated) | 1% | 20% | 17% | -0.1% | 5% | 3% | 0%
Cn1c(SCC(=O)NC(=O)CN2CCCC2=O)nnc1-c1ccc(F)cc1 | -8%[46 µM] | 10% | 5% | 0.9% | -2% | -2% | 5%
COC(=O)c1cc(C(=O)Nc2ccc(C)cn2)cc([N+](=O)[O-])c1 | -11% | -17% | 7%[46.1 µM] | 0.0% | -3% | -1% | 0%
O=c1cc(-c2ccccc2)[nH]c2nc(Cl)ccc12 | ? | . | 1%[46.1 µM] | ? | 4% | -4% | -6%
Cc1ccc2c(c1)cc(CN(Cc1ccco1)C(=O)COc1ccccc1)c1nnnn12 | ? | ? | ? | -3.6% | 7%[38.3 µM] | -1% | 3%
Cc1ccc(/C=N/n2c(COc3ccccc3)n[nH]c2=S)s1 | -7%[0.0737 µM] | 9% | ? | -3.1% | 9%[38.3 µM] | 5% | -2%
CN(C)C(=O)c1cccn(Cc2cccc(C(F)(F)F)c2)c1=O | . | -9% | 4% | 8.8% | -4% | 0% | 10%

5 records picked at random from those above:
SMILES | LMNA splice mod | HttQ103 aggreg | NPSR antag | Epigenetic derep | IMPase Li inh | Luc counter | CBFb RUNX1 block
Cc1ccc2c(c1)cc(CN(Cc1ccco1)C(=O)COc1ccccc1)c1nnnn12 | ? | ? | ? | -3.6% | 7%[38.3 µM] | -1% | 3%
CCCC(CCC)n1[nH]c(=O)c2c(C)cc(C)nc21 | 13% | -7% | -5%[46.1 µM] | 0.0% | 4%[38.3 µM] | -1% | 7%
CON(c1nc(N(C)C)nc(N(C)C)n1)S(=O)(=O)c1ccccc1Cl | 23% | -5% | -13%[46.1 µM] | 0.0% | 3%[38.3 µM] | -5% | -1%
CCCC1=C(C(=O)OCC)C(c2ccc(N(C)C)cc2)n2ncnc2N1 (configuration not stated) | 1% | 6% | -26%[46.1 µM] | -17% | . | . | 3%
COC(=O)C(NC(=O)c1ccccc1)(Nc1cc(C)cc(C)n1)C(F)(F)F (configuration not stated) | -2% | 5% | -11%[46.1 µM] | -1.2% | 18% | -1% | 12%

A stretch from the list above, as a working copy:
SMILES | LMNA splice mod | HttQ103 aggreg | NPSR antag | Epigenetic derep | IMPase Li inh | Luc counter | CBFb RUNX1 block
CCn1c(COc2ccc(=O)n(-c3ccccc3)n2)nnc1SCc1ccc(C)cc1 | -12% | 37% | -24%[46.1 µM] | 0.9% | ? | -1% | -3%
Cc1cccc(-c2nc(C#N)c(N3CCCCCC3)o2)c1 | -11% | -34% | -19%[46.1 µM] | -1.1% | 32%[activator][38.3 µM] | 2% | ?

Back to the main list, repeating the three entries before the break.
SMILES | LMNA splice mod | HttQ103 aggreg | NPSR antag | Epigenetic derep | IMPase Li inh | Luc counter | CBFb RUNX1 block
Cc1ccc2c(c1)cc(CN(Cc1ccco1)C(=O)COc1ccccc1)c1nnnn12 | ? | ? | ? | -3.6% | 7%[38.3 µM] | -1% | 3%
Cc1ccc(/C=N/n2c(COc3ccccc3)n[nH]c2=S)s1 | -7%[0.0737 µM] | 9% | ? | -3.1% | 9%[38.3 µM] | 5% | -2%
CN(C)C(=O)c1cccn(Cc2cccc(C(F)(F)F)c2)c1=O | . | -9% | 4% | 8.8% | -4% | 0% | 10%
Nc1cc(=O)[nH]n1C1CCCCC1 | -7%[46 µM] | -1%[9.22 µM] | -6% | 2.3% | -7% | 1% | -9%
O=C(Nc1ccc(S(=O)(=O)N2CCCC2)cc1)c1cccs1 | -14%[46 µM] | 6%[9.22 µM] | 15% | 0.0% | 1% | -6% | 7%
O=C(CSc1nc2ncc(Cl)cc2[nH]1)NCCc1ccc(F)cc1 | . | -10% | -11% | 2.9% | -15% | 1% | ?
COC(=O)c1ccc(N2C(=O)CC(NCc3ccccc3)C2=O)cc1 (configuration not stated) | -1% | 0% | -8%[46.1 µM] | -1.1% | 24%[38.3 µM] | 2% | 7%
COc1ccc(S(=O)(=O)N2CCC(NC(=O)Nc3ccc(C)cc3)CC2)cc1 | -5% | -7% | -14%[46.1 µM] | -1.3% | 1%[38.3 µM] | -5% | 3%
O=C(/C=C/c1ccccc1)NC(=S)NNC(=O)c1cnccn1 | . | ? | -13% | -0.9% | . | . | .
Nn1c(SCC(=O)N2CCCc3ccccc32)nnc1-c1ccccc1 | -7% | -11% | -16%[46.1 µM] | 1.2% | 23%[38.3 µM] | 2% | 1%
CCc1nc(NCC2CCCO2)c2oc3ccccc3c2n1 (configuration not stated) | ? | -19% | -4%[46.1 µM] | -0.2% | 3%[38.3 µM] | 1% | 1%
O=C1CC(N2CCN(c3ccccc3Cl)CC2)C(=O)N1c1ccc(F)cc1 (configuration not stated) | 6% | -6% | ? | 0.8% | -7%[38.3 µM] | -4% | -2%
CCOC(=O)c1c(NC(=O)CSc2cn(CC)c3ccccc23)sc2c1CCC2 | 8% | 4% | -21% | 4.1% | 15% | 0% | 2%[2.36 µM]
Cc1ccc(CN2CCN(Cc3ccc4c(c3)OCCO4)CC2CCO)cc1 (configuration not stated) | 6%[46 µM] | 12%[9.22 µM] | 10% | 0.9% | 12% | -8% | 3%
Cc1ccc2oc(=O)c3cc(C(=O)NCCN4CCc5ccccc5C4)sc3c2c1 | -4% | -13% | -48% | 0.9% | 11% | -4% | 2%
CCOc1ccc(C(=S)N2CCCC2)cc1 | -1% | -24% | -6%[46.1 µM] | 0.0% | 16%[38.3 µM] | -2% | 4%
COc1ccc(NC(=O)CCN2C(=O)C3C4C=CC(C4)C3C2=O)cc1 (configuration not stated) | -18%[46 µM] | 27%[9.22 µM] | 7% | -2.5% | -1% | 2% | 2%
CC(C)(C)c1ccc(OCc2cnc(Cl)s2)cc1 | ? | 21%[9.22 µM] | -28% | -0.3% | 6% | -7% | 9%
O=C(NCC1CCCO1)C1c2ccccc2Oc2ccccc21 (configuration not stated) | 0%[46 µM] | 13%[9.22 µM] | -6% | -4.7% | 7% | 0% | -2%
COC(=O)CSc1nnc(-c2ccc(S(=O)(=O)N3CCCCC3)cc2)o1 | 12% | 3% | -9%[46.1 µM] | 1.9% | 16%[38.3 µM] | -4% | 9%
Cc1cc(=O)[nH]c(N/N=C/c2ccccn2)n1 | ? | ? | 7% | 0.0% | 14% | -9% | 2%
CCOc1cc(NC(=S)NCCCN2CCOCC2)c(OCC)cc1NC(=O)C1CC1 | -7% | 1% | 7% | -0.9% | 2% | -1% | 1%
C=CCOc1ccc(/C=N/NC(C)=O)cc1OCC | -14%[46 µM] | -19%[9.22 µM] | 16% | -2.9% | 3% | 1% | 4%
O=C(OCc1c(Cl)cccc1Cl)c1ccccn1 | 4% | -19% | -5%[46.1 µM] | -1.0% | 2%[38.3 µM] | 1% | 3%
